Source: PubChem BioAssay
FAS TE block: blocks the thioesterase domain of human fatty acid synthase | AID 602261 | P49327 | 0.67% of 360,000 active | inhibition, % at 15 µM | recombinant FAS-TE, OMFH fluorogenic substrate, fluorescence endpoint;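 active = compounds whose normalised, plate-corrected inhibition of enzyme fluorescence in the single-dose primary screen is 50% or more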;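 also: 0% = DMSO with enzyme and 100% = substrate without enzyme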
MsrA inh: inhibitors of bovine MsrA; purified bovine MsrA, absorbance read-out; inhibition, % at 15.5 µM; 0.75% of 360,000 active; AID 651718; in the data active = inhibition above about 4.5%;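 also: 0% = vehicle wells with enzyme and 100% = reference inhibitor wells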
Neddyl block: blocks human cullin neddylation. P61081+Q13564. TR-FRET cullin neddylation, biochemical. calls only at 25 µM. 0.58% of 360,000 active; in the data active = inhibition above about 36%
Rin1 Abl inh: human Rin1-Abl interaction inhibition | TR-FRET Rin1/Abl binding, biochemical | inhibition, % at 7.35 µM | 0.4% of 360,000 active; in the data active = inhibition above about 5%, passing the limit was not always enough
CendR NRP1 mod: modulators of CendR peptide binding to human neuropilin-1 | O14786 | FAM-RPARPAR peptide binding to NRP-1, fluorescence polarization | inhibition, % at 25 µM | 0.85% of 360,000 active | AID 602438;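 active = inhibition or corrected inhibition above about 18%, plus a signal ratio from 0.5 to 1.5, limit read from the data, passing the limit was not always enough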; also: strong numbers were not always called active
MT1-MMP act inh: blocks activation of human MT1-MMP. P50281. HT1080 RFP-PRO-GFP cells, GFP/RFP ratio fluorescence, overnight; percent of plate control window, DMSO zero. GFP/RFP ratio change, % at 20 µM. 0.061% of 360,000 active. AID 651647;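 active = GFP/RFP ratio change of at least 30% with cell ATP level not reduced by more than half and red fluorescence within 50% of control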; also: strong numbers were not always called active
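Assay system: HT1080 RFP-PRO-GFP cells. Benchmarks: DMSO vehicle wells and RFP-L50D-GFP reporter cell wells. Times: overnight cell settling, then overnight compound exposure, 37 °C, 5% CO2. Compound: 20 µM single dose, 1% DMSO. Read-out basis: GFP/RFP fluorescence ratio.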
E coli Lon inh: E. coli protease La inhibition; P0A9M0; purified E. coli Lon protease, fluorescence polarization; inhibition, % at 7.94 µM; 0.42% of 360,000 active; in the data active = inhibition above about 13%, passing the limit was not always enough;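 also: 0% = enzyme with probe and DMSO and 100% = no enzyme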
Target sequence (P0A9M0 whole entry, looked up): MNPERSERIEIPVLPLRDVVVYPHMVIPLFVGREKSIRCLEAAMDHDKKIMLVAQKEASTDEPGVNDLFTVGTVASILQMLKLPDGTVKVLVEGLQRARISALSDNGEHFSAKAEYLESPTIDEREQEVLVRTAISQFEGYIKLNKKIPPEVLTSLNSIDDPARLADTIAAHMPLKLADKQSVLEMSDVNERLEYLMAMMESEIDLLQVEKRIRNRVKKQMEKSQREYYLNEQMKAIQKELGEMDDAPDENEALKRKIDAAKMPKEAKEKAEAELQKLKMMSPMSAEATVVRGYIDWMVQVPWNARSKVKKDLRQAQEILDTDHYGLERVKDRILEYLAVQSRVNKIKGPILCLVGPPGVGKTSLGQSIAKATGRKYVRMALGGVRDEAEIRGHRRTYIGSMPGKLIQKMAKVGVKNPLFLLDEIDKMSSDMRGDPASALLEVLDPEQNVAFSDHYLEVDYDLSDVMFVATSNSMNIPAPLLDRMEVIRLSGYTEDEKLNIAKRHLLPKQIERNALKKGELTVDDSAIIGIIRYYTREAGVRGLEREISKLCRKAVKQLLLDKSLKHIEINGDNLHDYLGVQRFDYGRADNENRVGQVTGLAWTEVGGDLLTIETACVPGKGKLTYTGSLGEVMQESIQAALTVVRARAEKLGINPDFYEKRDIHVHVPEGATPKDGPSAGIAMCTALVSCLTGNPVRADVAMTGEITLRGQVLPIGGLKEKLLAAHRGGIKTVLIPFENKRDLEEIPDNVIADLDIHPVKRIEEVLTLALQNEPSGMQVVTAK
SKN-1 block: blocks SKN-1 activity in C. elegans | C. elegans VP596 Pgst-4::GFP/RFP ratio, acrylamide-induced, 24 h | inhibition, % at 21.8 µM | 0.49% of 360,000 active;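 active = interference check ratio from 0.5 to 1.5 plus GFP to RFP signal ratio inhibition reaching or exceeding a fixed threshold, cut at about 30% in these data, passing the limit was not always enough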; also: some compounds called inactive have numbers as strong as hits
bovine MsrA act: bovine methionine sulfoxide reductase A activation; activation, % at 10.6 µM; purified bovine MsrA, absorbance read-out; 0.3% of 360,000 active; in the data active = activation above about 7.5%;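 also: 0% = vehicle and 100% = reference activator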
Numbers without * were called inactive; i = inactive; . = no result given; + = active, no number.

structure	bovine MsrA act	MsrA inh	Neddyl block	CendR NRP1 mod	E coli Lon inh	Rin1 Abl inh	MT1-MMP act inh	SKN-1 block	FAS TE block
CN(Cc1cccs1)C(=O)COc1cccc(-n2cnnn2)c1	-3	-0.7	i	-8	2	2	2	-13	0
O=C(Nc1c(-c2ccccc2)nc2ccc(Cl)cn12)c1cccs1	-5	0.8	i	6	-9	2	4	4	-5
O=C1CCC(=O)c2oc3ccccc3c2N1	-10	1.5	i	16	-3	1	0	-4	-9
NC(=S)NN=Cc1nccc2c(C(F)(F)F)cccc12	-2	1.8	i	3	7	-2	19	1	-2
CC(C)c1ccc(NC(=O)NC(C)c2ccc3c(c2)OCO3)cc1 (centres undefined)	-11	-0.3	i	-3	5	4	3	1	14
Cc1ccc(NC(=O)c2nnn(-c3ccc4c(c3)OCCO4)c2N)cc1	-2	0.2	i	7	-1	0	-1	17	11
Cc1ccc(S(C)(=O)=O)cc1S(=O)(=O)Nc1cccc(Cl)c1	-13	-0.1	i	-10	-4	-3	3	-9	-4
COc1cc(NC(=O)C(C)Oc2ccccc2)ccc1NC(=O)COc1ccccc1 (centres undefined)	0	-0.3	i	3	-1	2	0	-13	21
Cc1ccc(-c2cc(C(=O)NCc3cnn(C)c3C)c3cc(Br)ccc3n2)cc1	1	-0.7	i	9	-1	-55	-3	-4	9
COc1cc2[nH]c(=O)n(CCCCCC(=O)N3CCN(c4ccccc4)CC3)c(=O)c2cc1OC	-2	2.1	i	-3	2	4	12	5	1
Clc1ccc(Cn2cc(Br)cn2)cc1Cl	-1	-0.9	i	-8	-3	0	-2	47*	24
CCN(CC(=O)NC(C)C)Cc1nc2c(Br)cc(Br)cc2c(=O)[nH]1	-3	-0.7	i	-17	4	-12	-9	-2	-2
COc1ccc(-c2nc3nc(C)c(Cc4ccccc4)c(=O)n3[nH]2)cc1	-2	-0.5	+	1	1	-5	3	-7	-2
CC(C)CC(NC(=O)C(NC(=O)OC(C)(C)C)C(C)C)C(N)=O (centres undefined)	-2	1.0	i	0	5	-3	1	1	-4
CC1=NN(c2ccc(S(=O)(=O)O)cc2C)C(=O)C1	-4	-0.4	i	2	-2	3	0	1	-4

(further entries)
structure	bovine MsrA act	MsrA inh	Neddyl block	CendR NRP1 mod	E coli Lon inh	Rin1 Abl inh	MT1-MMP act inh	SKN-1 block	FAS TE block
CN(Cc1ccccc1)c1ccc(C(CC(N)=O)NC(=O)Cc2cccc3ccccc23)cc1[N+](=O)[O-] (centres undefined)	0	0.2	i	-8	-8	1	1	-18	-3
O=C1NN(c2cccc(Br)c2)C(=O)/C1=C\c1ccccc1	-2	1.4	i	-16	-7	1	1	14	-4
Clc1ccc2nc(COc3ccccc3)[nH]c2c1	-6	-0.4	i	-14	-3	-1	0	10	3
CCCCNC(=S)NNC(=O)c1ccco1	-11	1.9	i	0	1	2	4	-18	-9
c1ccc(Cn2nnnc2-c2ccco2)cc1	-16	0.9	i	0	-2	-2	-1	-3	-8
N#CC1=C(N)N(c2ccccc2)C(c2cccc([N+](=O)[O-])c2)C1(C#N)C#N (centres undefined)	-12	1.1	i	0	6	1	-1	2	30
COc1ccccc1N1CCN(C(=O)c2oc3ccc(F)cc3c2C)CC1	-4	-1.0	i	-2	4	1	0	-5	13
Cc1cccc(CCNC(=O)C2CCCN(S(=O)(=O)c3cccc4nsnc34)C2)c1 (centres undefined)	-4	2.2	i	-1	-4	-1	9	15	-2
CCOC(=O)C(C)Oc1cccc2c(=O)n(CC(=O)Nc3ccc4c(c3)OCCO4)ccc12 (centres undefined)	-3	-0.2	i	-10	-11	-2	-3	7	-12
O=C(Nc1cccc(OC(=O)c2cccnc2)c1)c1cccnc1	-1	-0.9	i	-14	1	2	3	12	-6
CCN(CC)C(=O)Cn1c(=O)n(CCCC(=O)NCc2ccc3c(c2)OCO3)c(=O)c2sccc21	-2	1.0	i	2	6	0	2	-4	1
CCOC(=O)Cc1csc(SCC(=O)Nc2cccc(Cl)c2)n1	-8	-0.2	i	8	-7	0	4	-16	2
O=C(NCCc1ccccc1)C1CCC(=O)N1C1CCCC1 (centres undefined)	-2	-0.4	i	0	-5	-1	-1	-11	-4
Cc1ccc(S(=O)(=O)N2CCC(=O)N(CCOCc3ccc(C(F)(F)F)cc3)CC2)cc1	-1	0.0	i	-2	0	4	5	-4	22
COc1cc(C2C(C#N)=C(N)Oc3n[nH]c(C)c32)cc2c1OCO2 (centres undefined)	-4	0.4	i	2	-8	0	-1	7	4

Additional structures
structure	bovine MsrA act	MsrA inh	Neddyl block	CendR NRP1 mod	E coli Lon inh	Rin1 Abl inh	MT1-MMP act inh	SKN-1 block	FAS TE block
CCNC(=O)COC(=O)c1cc(-c2ccc(OC)cc2)nc2ccccc12	-4	1.6	+	-2	-1	3	-1	9	11
CCCS(=O)(=O)C(=C(Nc1ccc(OC)cc1)Nc1ccc(OC)cc1)S(=O)(=O)CCC	-4	0.6	i	8	-5	2	-1	1	5
CCOC(=O)Oc1ccc2oc(C)c(C(=O)OCCOC)c2c1	-4	-0.5	i	-3	1	-4	1	-7	-3
O=C1CCCc2c1cc(C(=O)Nc1ccc(Br)cn1)c(=O)n2-c1ccccc1	-2	-0.7	i	-4	1	-1	-68	12	13
CCOc1cc(C(=S)N2CCOCC2)ccc1OC(=O)c1cc(OC)c(OC)c(OC)c1	-2	-0.4	i	-19	-10	1	-2	22	10
NC(N)=NN=C1c2ccccc2-c2ccccc21	0	2.2	i	7	10	-1	-1	12	-12
CCn1c(SCc2ccc(Cl)cc2)nnc1-c1ccccc1	-1	-0.4	i	-11	-9	1	-1	1	3
Cc1ccc(-c2csc(-c3c[nH]c4ccccc34)n2)c(C)c1	-3	0.5	i	2	4	1	-1	22	36
Cc1nn(Cc2ccccc2)c2c1C(c1cccnc1)C(C#N)=C(N)O2 (centres undefined)	-1	-0.2	i	2	0	-1	0	-20	-5
CC(C)[C@H](NC(=O)[C@@H]1Cc2c([nH]c3ccccc23)C2c3ccccc3C(=O)N21)C(=O)N1CCC[C@@H]1C(=O)O (some centres undefined)	-4	-0.3	i	-9	2	1	-2	9	-5
Cc1cccn2c(=O)c3cc(C(=O)NCCCn4ccnc4)n(C)c3nc12	-2	2.1	.	-4	2	-9	6	15	-8
CCc1ccc(N2CC(C(=O)Nc3ccc(F)cc3)CC2=O)cc1 (centres undefined)	-1	-0.6	i	0	3	1	0	13	-2
Cc1cc(NCCc2ccc(Cl)cc2)n2ncnc2n1	-9	-0.5	i	7	0	1	4	0	-5
COc1ccc(N2CCN(S(=O)(=O)c3ccc(C(=O)NCc4ccco4)cc3)CC2)cc1	-1	-0.7	i	2	9	4	-3	4	0
CCOC(=O)CSc1cc(C)c(C#N)c2nc3ccccc3n12	-3	-0.8	i	-11	-22	-3	-9	25	47

Next section (3 carried over from the part before).
structure	bovine MsrA act	MsrA inh	Neddyl block	CendR NRP1 mod	E coli Lon inh	Rin1 Abl inh	MT1-MMP act inh	SKN-1 block	FAS TE block
Cc1cc(NCCc2ccc(Cl)cc2)n2ncnc2n1	-9	-0.5	i	7	0	1	4	0	-5
COc1ccc(N2CCN(S(=O)(=O)c3ccc(C(=O)NCc4ccco4)cc3)CC2)cc1	-1	-0.7	i	2	9	4	-3	4	0
CCOC(=O)CSc1cc(C)c(C#N)c2nc3ccccc3n12	-3	-0.8	i	-11	-22	-3	-9	25	47
O=C1c2ccccc2C(c2nnnn2C2CCCCC2)N1CCc1ccc(O)cc1 (centres undefined)	-4	0.2	i	17	-6	.	1	18	-7
CC(C)(C)c1ccc(-c2nnc(SCC(=O)c3ccc4c(c3)OCCO4)o2)cc1	1	-0.5	i	12	-2	2	5	4	5
O=C(NCCc1ccccc1)Nc1nnc([C@@H]2C[C@H](O)[C@@H](CO)O2)s1	1	-0.3	i	-5	-8	-3	-4	-6	-2
COCCN(CC1CCCN(C2Cc3ccccc3C2)C1)C(=O)c1cccs1 (centres undefined)	-1	0.7	i	-7	-9	1	0	3	2
COC(=O)c1ccccc1SC1CC(=O)N(c2cccc(C)c2)C1=O (centres undefined)	-2	0.8	i	10	-10	-3	-1	2	-6
COc1ccc(S(=O)(=O)N(C)C[C@H]2Oc3ccc(NS(=O)(=O)c4cccs4)cc3C(=O)N([C@H](C)CO)C[C@@H]2C)cc1	-3	0.1	i	-4	0	6	3	10	-6
Cc1ccc(OC(C)C(=O)Nc2cccc(S(=O)(=O)N3CCCCCC3)c2)cc1 (centres undefined)	1	-0.1	i	5	-12	4	-4	17	18
Cc1ccc(NC(=O)CN(C)C(=O)CSc2nnc(N)s2)cc1	-3	-0.8	i	-1	-11	-1	-1	-1	-5
CCOc1ccc(NC(=O)CN(C)Cc2ccc3c(c2)OCO3)cc1S(=O)(=O)N1CCCC1	-3	1.7	i	-1	4	4	1	18	6
CC(C)=CCc1c(O)cc2oc3c(CC=C(C)C)c(O)c(O)c(CC=C(C)C)c3c(=O)c2c1O	-7	1.1	i	-34	-13	4	-10	-3	14
CCOC(=O)N1CCN(CC(O)COCc2cc(OC)c(OC)c(OC)c2)CC1 (centres undefined)	-10	-1.2	i	2	-2	-1	-1	-7	-6
COc1ccc(OC)c(-c2c(C#N)c(N)nc3c2c(=O)nc2sccn23)c1	-16	2.8	i	10	6	1	-8	-18	-6
O=C(CN1CCN(S(=O)(=O)c2ccc3ccccc3c2)CC1)Nc1ccc(N2CCOCC2)cc1	3	-0.4	i	9	0	1	-1	5	-1
CCN(CC)S(=O)(=O)c1ccc(Cl)c(NC(=O)CCCCl)c1	-1	-1.9	i	0	-5	-1	-1	-13	-1
Cc1ccc(C(=O)C(C)OC(=O)C2CC(=O)N(C3CCCCC3)C2)cc1 (centres undefined)	0	-0.9	i	-11	2	1	-3	-9	-4

(continued)
structure	bovine MsrA act	MsrA inh	Neddyl block	CendR NRP1 mod	E coli Lon inh	Rin1 Abl inh	MT1-MMP act inh	SKN-1 block	FAS TE block
O=C(O)CNC(=S)N(Cc1cccs1)C1CCCCC1	-5	-0.2	i	-2	-6	-3	0	3	-9
OCc1cn(-c2ccccc2)nc1-c1ccc(Br)cc1	-7	1.2	i	8	4	-1	-1	11	23
CCc1ccc(-c2nn(-c3cc(Cl)ccc3[N+](=O)[O-])c(=O)c3ccccc23)cc1	-5	0.3	i	1	-15	-1	-4	37*	-6
FC(F)(F)c1ccccc1/C=N/Nc1ccccn1	-9	0.6	i	4	-4	-1	-1	74	2
COc1cccc(CN2CC(C(=O)NCCn3ccc(C)n3)CCC2=O)c1 (centres undefined)	-4	-0.3	i	12	9	1	3	10	-5
Cc1ccc(S(=O)(=O)NCc2ccc(C(=O)NC3CC3)cc2)cc1	1	-0.8	i	-3	-16	-1	4	11	-10
Nc1cc(N)cc(C(=O)Nc2ccc3c(c2)C(=O)NC3=O)c1	-1	1.4	i	8	-10	-3	2	-1	-3
COc1ccc2oc(=O)c(C(=O)N3c4ccccc4CC3C)cc2c1 (centres undefined)	-1	1.0	i	-3	-3	-1	8	5	-6
COc1ccc(OC)c(NC(=O)CC(Cc2ccccc2OC)C(=O)O)c1 (centres undefined)	-1	3.4	i	-4	-5	-5	16	-4	-6
Cc1nnc(SCC(=O)N2CCCC(C(=O)c3ccc(Cl)cc3)C2)o1 (centres undefined)	-3	1.1	i	3	6	-2	0	3	-3
CCOC(=O)C1=C(C)OC(N)=C(C#N)C1c1cccs1 (centres undefined)	-4	0.6	i	9	2	-1	-2	0	1
Cc1cc(C)cc(NC(=O)C2CCCN2C(=O)NC2CCCCC2)c1 (centres undefined)	-2	-0.4	i	6	-3	1	1	9	-2
COc1ccccc1N1CCN(CCCCOc2ccc(F)cc2)CC1	0	-0.2	i	-10	0	3	-3	15	2

One compound at a time (already shown). Screens in order: bovine MsrA act	MsrA inh	Neddyl block	CendR NRP1 mod	E coli Lon inh	Rin1 Abl inh	MT1-MMP act inh	SKN-1 block	FAS TE block
`FC(F)(F)c1ccccc1/C=N/Nc1ccccn1` is listed with -9	0.6	i	4	-4	-1	-1	74	2
`CCOC(=O)C1=C(C)OC(N)=C(C#N)C1c1cccs1` (centres undefined) is listed with -4	0.6	i	9	2	-1	-2	0	1

An unsorted share of the library, and some 4.2% of all compounds hit somewhere here.
